SW480 rerep: inducers of DNA re-replication in SW480 colon cancer cells | SW480 DNA re-replication, Hoechst DNA content imaging, 48 h | 340,000 compounds, 1.8% hits | Potency, µM (top dose mostly 46.1 µM), for the others: at the highest dose re-replication activation, most hits filed as activators; further: potency means the concentration at half of the fitted maximal effect; % of control where 0% means no effect; nearly all actives have a fitted effect of over 55% in size
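Image-based DNA-content assay: after two days of treatment, nuclei were labelled with the DNA dye Hoechst and imaged, and hits were compounds raising the count of nuclei showing high fluorescence intensity.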
MCF10A rereplic: inducers of DNA re-replication in MCF 10A breast cells. MCF 10A DNA re-replication, Hoechst nuclear intensity, 48 h. Potency, µM (top dose mostly 46.1 µM), for inactives: at the highest dose activity, positive = re-replication, hits mostly activators. 350,000 compounds, 2.9% hits. AID 624296; further: potency means the concentration at half of the fitted maximal effect; % of control where 0% means no effect; nearly all actives have a fitted effect of over 50% in size
KB-V1 cytotox: KB-V1 MDR subline cytotoxicity; KB-V1 MDR cells viability, CellTiter-Glo, 72 h; Potency, µM (titrated, usually from 46.1 µM), inactives show at the top dose activity change, negative = cytotoxicity, usual class: cytotoxic; 400,000 compounds, 3.4% hits; further: potency means the concentration at half of the fitted maximal effect; on the % scale 0 is the no-effect control and ±100 the full control effect; nearly all actives have a fitted effect of over 60% in size
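Cytotoxicity via CellTiter-Glo luminescence after 72 h compound exposure at 37 degrees C. Cells: drug-selected KB-V1 line, DMEM phenol-red free plus 10% FBS. Compounds tested at multiple concentrations; normalized data fitted to concentration-effect curves.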
HT1080NT lethal: kills 2HG-producing HT-1080-NT fibrosarcoma cells. HT-1080-NT fibrosarcoma viability, CellTiter-Glo ATP luminescence, 48 h. Potency, µM (doses to about 46.1 µM), inactives show at the top dose activity, negative = less viability, actives largely listed as cytotoxic. 360,000 compounds, 1.6% hits;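 further: NT is the 2HG producing partner of a matched IDH1 knockdown line; potency means the concentration at half of the fitted maximal effect; 0% = DMSO-treated cells and -100% = media-only wells without cells; nearly all actives have a fitted effect of over 55% in size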
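HT-1080-NT; 750 cells/well; 5% FBS RPMI; 48 h compound, 37 degrees C; CellTiter-Glo luminescence; curve fitting and curve-class assignment.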
HT1080 IDH1KD tx: toxicity to HT-1080 IDH1 knockdown cells (counter line) | HT-1080 IDH1 knockdown viability, ATP luminescence, 48 h | Potency, µM (series often up to 46.1 µM), without a hit: at the highest dose activity, negative = toxicity, hits mostly cytotoxic | 360,000 compounds, 2% hits | AID 686971;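 further: potency means the concentration at half of the fitted maximal effect; 0% = DMSO wells and -100% = cell-free medium wells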
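Using the IDH1-knockdown HT-1080 line run in the same batch and compound series as the NT line, viability after 48 h at 37 °C was determined by CellTiter-Glo luminescence and expressed as % activity.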
S2 tox: cell viability loss in ATXN counter-screen; S2 cells (HEK-293 line with an ATXN2-luciferase reporter) viability, CellTiter-Fluor protease fluorescence, 24 h; Potency, µM (top dose mostly 56.7 µM), hits mostly cytotoxic; 400,000 compounds, 0.49% hits; AID 651635; further: potency means the concentration at half of the fitted maximal effect; nearly all actives have a fitted effect of over 40% in size
KB-3-1 tox: KB-3-1 parental cell cytotoxicity; KB-3-1 viability, CellTiter-Glo ATP luminescence, 72 h; Potency, µM (doses to about 46.1 µM), without a hit: top-dose activity change, negative = cytotoxic, most hits filed as cytotoxic; 400,000 compounds, 1.4% hits; further: potency means the concentration at half of the fitted maximal effect; on the % scale 0 is the no-effect control and ±100 the full control effect; nearly all actives have a fitted effect of over 60% in size
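Cytotoxicity measured as CellTiter-Glo luminescence after 72 h at 37 C. Compound titrations were pinned onto drug-naive KB-3-1 parental adenocarcinoma cells grown in DMEM with 10% FBS, and normalized data fitted to concentration-response curves.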
ATXN2 expr inh: reduces ATXN2 reporter expression in HEK-293 cells. 360,000 compounds, 0.72% hits. AID 1745845. HEK-293 ATXN2-luciferase reporter, luminescence, 24 h. Potency, µM (highest dose often 57 µM), inactives show top-dose activity change, negative = inhibition, actives largely listed as inhibitors; further: potency means the concentration at half of the fitted maximal effect; on the % scale 0 is the no-effect control and ±100 the full control effect; nearly all actives have a fitted effect of over 55% in size
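qHTS (up to 57 uM final) was run with 24 h compound exposure of reporter cells at 37 °C. Each well was multiplexed: SteadyGlo luminescence measured ATXN2-luciferase expression after a fluorogenic Gly-Phe-AFC viability readout (25 uM final).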
IL-1B inflam inh: inflammasome signaling inhibition, IL-1 beta readout; THP-1 LPS/ATP IL-1B secretion, AlphaLISA, 16 h; hits give low values; activity change, % at 57.5 µM; 360,000 compounds, 4.7% hits; AID 743279; in the data active means activity change below about -50%; inconclusive means mostly about -30% to -49%; further: on the % scale 0 is the no-effect control and ±100 the full control effect
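THP-1 cells pretreated 1 hr with compounds (up to 57.5 uM final), then stimulated with LPS (250 ng/mL final) plus ATP (1.25 mM final); secreted IL-1B measured by AlphaLISA after 16 hr, decreased signal indicating inhibition.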
* marks the source's active call; other numbers are inactive results; i = inactive; ? = inconclusive; / = not tested or not shown; [ ] = dose if it differs, or a comment. Unless noted, the call rests on the fitted dose curve; in most records, active means well fitted curve in the direction sought with a large enough effect; inconclusive means small, poorly fitted or top-dose-only effect, or another doubt; inactive means no such curve, though single readings can be large; an effect the other way counts as inactive or inconclusive. Rows are unselected. Share with any hit: about 11%.

structure	SW480 rerep	MCF10A rereplic	KB-V1 cytotox	HT1080NT lethal	HT1080 IDH1KD tx	S2 tox	KB-3-1 tox	ATXN2 expr inh	IL-1B inflam inh
O=C(CC(c1ccccc1)(c1ccccc1)c1ccccc1)N[C@@H](Cc1ccccc1)C(=O)O	?	16.5%	2.0%	10.8%	8.9%	i	0.0%	7.4%	46.9
COc1cccc(-n2c(SCC(N)=O)nc3ccccc3c2=O)c1	-19.3%	7.7%	-1.8%	4.7%	0.0%	?	-2.5%	-7.5%	-2.3
CN1CCN(C(=S)NC(=O)/C=C/c2cccs2)CC1	-33.2%[inhibitor]	-12.0%	19.8%	-0.9%	-1.3%	i	12.0%	4.1%	-14.4
CC(C)(C)c1ccc(C(=O)OCC(=O)N2CCC(c3ccccc3)=N2)cc1	?	6.7%	28.4%	-3.7%	16.4%	i	-2.2%	-12.1%	?
COc1cc(Cl)c(NC(=O)C(NS(=O)(=O)c2cccs2)C(C)C)c(OC)c1 (centres undefined)	/	/	12.9%	/	/	i	1.6%	-9.1%	/
CN1C(=O)c2ccc(NC(=O)CCS(=O)(=O)c3ccccc3)cc2C1=O	-4.0%	-5.7%	13.2%	12.9%	5.9%	i	1.7%	3.1%	29.1
N#Cc1c(N)oc(-c2ccccc2)c1-c1ccccc1	-1.8%	16.5%	-3.3%	-0.3%	1.3%	i	-8.2%	1.6%	-4.1
Cn1c(SCC(=O)Nc2sccc2C(N)=O)nnc1-c1ccncc1	-3.6%	-9.0%	-3.3%	16.4%	1.3%	i	2.5%	12.9%	4.0
CC1CN(S(=O)(=O)c2ccc(NC(=O)c3cc(-c4ccccc4O)n[nH]3)cc2)CC(C)O1 (centres undefined)	?	12.5%	-15.3%	?	?	i	-21.1%	?	-50.9*
COc1ccc(-c2nn3cnnc3s2)cc1OC	-2.9%	13.8%	-13.9%	-2.9%	2.5%	i	25.2%	-1.1%	-11.8
COCCOC(=O)c1c(C)oc2ccc(OCC=C(C)C)cc12	-5.6%	2.4%	-25.2%	1.3%	14.3%	i	-1.0%	8.4%	38.8
COCCCNC(=O)CCc1nc(-c2ccccc2Cl)no1	-6.8%	-4.0%	1.7%	13.4%	6.7%	i	1.2%	-19.0%	28.0
Cc1ccc(NC(=O)c2cc(S(=O)(=O)N3CCCC3)c[nH]2)c(C)c1	-1.3%	-1.1%	-9.2%	-0.8%	2.0%	i	3.6%	4.7%	19.5
COc1ccccc1C(=O)NNC(=O)c1ccc(Br)o1	-3.6%	0.9%	/	-1.1%	14.8%	i	/	47.0%[activator]	3.4
CCN(CC)S(=O)(=O)c1ccc(S(=O)(=O)N2CCCC(C(=O)NC3CC3)C2)cc1 (centres undefined)	-5.9%	?	-21.2%	-2.6%	-1.6%	i	-24.3%	-35.1%	18.8
O=C(NCCO)C1(c2ccccc2)CCCC1	-4.2%	-2.8%	55.3%	5.9%	7.8%	?	3.1%	-5.3%	7.1

Compound profiles (already shown). Order of screens: SW480 rerep | MCF10A rereplic | KB-V1 cytotox | HT1080NT lethal | HT1080 IDH1KD tx | S2 tox | KB-3-1 tox | ATXN2 expr inh | IL-1B inflam inh
COCCOC(=O)c1c(C)oc2ccc(OCC=C(C)C)cc12 is listed as -5.6% | 2.4% | -25.2% | 1.3% | 14.3% | i | -1.0% | 8.4% | 38.8
COc1ccccc1C(=O)NNC(=O)c1ccc(Br)o1 is listed as -3.6% | 0.9% | / | -1.1% | 14.8% | i | / | 47.0%[activator] | 3.4

The results go on.
structure	SW480 rerep	MCF10A rereplic	KB-V1 cytotox	HT1080NT lethal	HT1080 IDH1KD tx	S2 tox	KB-3-1 tox	ATXN2 expr inh	IL-1B inflam inh
O=C(CSc1nnc(Cc2cc(=O)[nH]c(=O)[nH]2)n1-c1ccccc1)N1CCCc2ccccc21	-5.2%	-0.2%	1.0%	-7.3%	-8.3%	i	-4.3%	0.8%	-8.8
CC1=NC(C(F)(F)F)(C(F)(F)F)C2=C(CC(C)(C)CC2=O)N1Cc1ccco1	2.9%	-16.4%	-0.6%	2.2%	13.4%	i	-6.3%	2.5%	-9.8
Cc1sc2ncn(CC(=O)N3CCCCC3)c(=O)c2c1C	-10.1%	-3.1%	-18.1%	-1.5%	-0.6%	i	?	-4.4%	0.0
O=C(NCCC(=O)N1CCC2(CC1)NCCc1[nH]cnc12)c1cccc(Cl)c1	17.0%	-0.5%	14.4%	6.5%	0.2%	i	9.7%	1.3%	-11.1
Cc1ccc(-c2nc3ccc(NS(=O)(=O)c4ccccc4)cc3[nH]2)o1	-0.2%	20.5%	-6.9%	11.2%	?	i	13.1%	82.3%[activator]	-60.7*
COc1ccc(N(CC(=O)NC2CCCC2)C(=O)c2ccc(C)s2)cc1OC	-1.3%	0.9%	?	4.7%	5.5%	i	22.2%	14.2%	13.6
Cc1ccc(CNC(=O)CN2C(=O)CC(c3ccc(C)c(C)c3)=Nc3ccccc32)cc1	/	/	-24.9%	/	/	i	2.7%	20.8%	/
CCCS(=O)(=O)N1CCCC(C(=O)NC(C)c2ccc3c(c2)OCCO3)C1 (centres undefined)	-5.2%	-6.7%	-23.5%	15.0%	15.1%	i	1.1%	-6.5%	1.8
CCCCC(=O)NS(=O)(=O)c1ccc(N=NN(CC)CC)cc1	-14.0%	-14.0%	?	21.0%	8.9%	i	-14.0%	-7.4%	-9.1
Nc1ccc(OC(=O)Nc2ccc(O)cc2)cc1	2.7%	-10.0%	6.3%	?	?	/	-1.2%	?	-4.6
CC(=O)Nc1ccc(NC(=O)CN(C)S(=O)(=O)c2ccc3c(c2)CCC(=O)N3)cc1	-10.5%	8.7%	11.8%	2.2%	8.8%	i	24.3%	9.0%	0.6
Cc1noc(NS(=O)(=O)c2ccc(NC(=O)c3ccc(Br)cc3)cc2)c1C	/	/	?	/	/	i	4.1%	0.1%	/
CC1CN=C(N(C(=O)Nc2ccccc2)c2ccc(S(=O)(=O)N3CCOCC3)cc2)S1 (centres undefined)	2.5%	0.7%	-17.5%	-9.9%	-5.6%	?	-0.5%	-0.2%	-21.9
CN(C)c1ccc(/C=N/n2c(-c3cccnc3)n[nH]c2=S)cc1	1.7%	-2.4%	-6.2%	21.3%	?	i	10.4%	2.5%	-15.9
CCC(=O)N1C(Cc2ccccc2)COC1(C)C (centres undefined)	?	1.3%	19.8%	12.3%	17.8%	i	25.0%	-3.9%	13.4
C[C@H](NC(=O)c1nc[nH]c1C(=O)N[C@@H](CCCCNC(=O)OC(C)(C)C)C(=O)OC(C)(C)C)C(=O)OC(C)(C)C	-3.7%	6.5%	-1.1%	-19.3%	-28.7%	?	-1.3%	?	0.0
COc1ccc(C2C=C(C)Nc3ncnn32)cc1 (centres undefined)	-1.6%	-0.4%	0.8%	23.6%	25.1%	i	4.0%	60.5%[activator]	5.0
COc1cccc(CSc2nc3ccccc3c3nc(CCn4c(C)nc5ccccc54)nn23)c1	/	/	?	/	/	i	-11.6%	-1.9%	/
NC(=O)C1CCN(C(=O)c2ccc(-c3ccccc3Cl)o2)CC1	4.0%	-5.2%	1.5%	0.3%	-1.4%	i	20.6%	27.6%	0.0
O=C1CCCc2ccccc2N1Cc1cccc(F)c1	0.3%	16.2%	-23.1%	-1.1%	-12.8%	i	-3.5%	-20.2%	24.7
CCOc1ccccc1NC(=O)CN1C=NS(=O)(=O)c2ccccc21	/	/	?	/	/	i	-1.4%	-0.6%	/
CCOC(=O)c1c(-c2ccc(-c3ccccc3)cc2)csc1NC(=O)c1cccc(N2C(=O)CCC2=O)c1	-3.9%	14.7%	?	13.8%	10.2%	i	-6.3%	?	2.3
O=C(COC(=O)/C=C/c1ccc(OC(F)F)cc1)Nc1cccc(S(=O)(=O)N2CCCC2)c1	-4.5%	16.3%	13.5%	7.0%	4.6%	i	-0.9%	4.6%	2.7
CCN1C(=O)c2ccccc2S(=O)(=O)c2ccc(C(=O)NCc3ccc(C)cc3)cc21	/	/	17.0%	/	/	i	3.9%	5.9%	/
CC(C)Cn1cc(NC(=O)N2CCN(c3cccc(C(F)(F)F)c3)CC2)c2ccccc2c1=O	/	/	0.0%	/	/	i	14.9%	?	/
COc1ccc(C2CC(c3ccc(OC)cc3)n3nc(N)nc3N2)cc1 (centres undefined)	-2.7%	-0.1%	0.3%	14.7%	2.0%	i	-0.7%	8.2%	-17.8
CCN(CC)S(=O)(=O)c1ccc(OC)c(NC(=O)c2cc([N+](=O)[O-])ccc2Cl)c1	0.2%	1.1%	-11.4%	-8.5%	-14.6%	i	18.4µM*	-7.0%	-22.6
CC(C)Cc1nnc(NC(=O)CSc2nc(N)cc(=O)[nH]2)s1	-7.4%	0.5%	9.4%	-2.0%	1.6%	i	17.1%	0.3%	20.3
OC(COc1ccccc1F)CN1CCC(Cc2ccccc2)CC1 (centres undefined)	?	?	-3.4%	-1.5%	-2.3%	i	7.9%	-30.6%	-25.8
NC(=O)C1CCN(CC(O)COc2ccc(-c3ccccc3)cc2)CC1 (centres undefined)	?	?	?	?	?	i	-18.3%	-27.2%	?
CC(=O)Nc1ccc(N2CCN(C(C)=O)CC2)cc1	-3.3%	24.4%	-4.2%	6.9%	?	i	-0.5%	6.3%	16.8
Cc1cccc(C(=O)NCCC(=O)Nc2ccc(C)c(F)c2)c1	0.3%	15.5%	?	-6.9%	0.5%	i	0.7%	-9.4%	-9.6
O=C(Nc1ccc(-c2nc3cccnc3s2)cc1)c1ccc(Cl)nc1	?	14.5%	17.2%	15.1%	12.9%	i	?	24.3%	27.0
CCOC(=O)C(C)n1cnc2sc(C)c(C)c2c1=O (centres undefined)	-1.5%	10.4%	-2.8%	14.5%	8.8%	i	-0.6%	-0.9%	7.0
Cc1ccc2c(=O)n3c(nc2c1)C(Cc1ccccc1)NC(=O)c1cc2ccccc2cc1-3 (centres undefined)	/	/	?	6.51µM*	5.8µM*	?	11.6µM*	?	-8.5
